Source: PubChem BioAssay
NSD2 inh: inhibitors of human NSD2 methyltransferase; O96028; NSD2-SET H3K36me1 DELFIA fluorescence, biochemical; inhibition, % at 12.5 µM; 44,000 tested, 0.07% active; AID 624260; in the data active = inhibition above about 54%, passing the limit was not always enough;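 note: inhibitors reduce the monomethyl H3K36 fluorescence signal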
Target sequence (O96028 whole entry, looked up): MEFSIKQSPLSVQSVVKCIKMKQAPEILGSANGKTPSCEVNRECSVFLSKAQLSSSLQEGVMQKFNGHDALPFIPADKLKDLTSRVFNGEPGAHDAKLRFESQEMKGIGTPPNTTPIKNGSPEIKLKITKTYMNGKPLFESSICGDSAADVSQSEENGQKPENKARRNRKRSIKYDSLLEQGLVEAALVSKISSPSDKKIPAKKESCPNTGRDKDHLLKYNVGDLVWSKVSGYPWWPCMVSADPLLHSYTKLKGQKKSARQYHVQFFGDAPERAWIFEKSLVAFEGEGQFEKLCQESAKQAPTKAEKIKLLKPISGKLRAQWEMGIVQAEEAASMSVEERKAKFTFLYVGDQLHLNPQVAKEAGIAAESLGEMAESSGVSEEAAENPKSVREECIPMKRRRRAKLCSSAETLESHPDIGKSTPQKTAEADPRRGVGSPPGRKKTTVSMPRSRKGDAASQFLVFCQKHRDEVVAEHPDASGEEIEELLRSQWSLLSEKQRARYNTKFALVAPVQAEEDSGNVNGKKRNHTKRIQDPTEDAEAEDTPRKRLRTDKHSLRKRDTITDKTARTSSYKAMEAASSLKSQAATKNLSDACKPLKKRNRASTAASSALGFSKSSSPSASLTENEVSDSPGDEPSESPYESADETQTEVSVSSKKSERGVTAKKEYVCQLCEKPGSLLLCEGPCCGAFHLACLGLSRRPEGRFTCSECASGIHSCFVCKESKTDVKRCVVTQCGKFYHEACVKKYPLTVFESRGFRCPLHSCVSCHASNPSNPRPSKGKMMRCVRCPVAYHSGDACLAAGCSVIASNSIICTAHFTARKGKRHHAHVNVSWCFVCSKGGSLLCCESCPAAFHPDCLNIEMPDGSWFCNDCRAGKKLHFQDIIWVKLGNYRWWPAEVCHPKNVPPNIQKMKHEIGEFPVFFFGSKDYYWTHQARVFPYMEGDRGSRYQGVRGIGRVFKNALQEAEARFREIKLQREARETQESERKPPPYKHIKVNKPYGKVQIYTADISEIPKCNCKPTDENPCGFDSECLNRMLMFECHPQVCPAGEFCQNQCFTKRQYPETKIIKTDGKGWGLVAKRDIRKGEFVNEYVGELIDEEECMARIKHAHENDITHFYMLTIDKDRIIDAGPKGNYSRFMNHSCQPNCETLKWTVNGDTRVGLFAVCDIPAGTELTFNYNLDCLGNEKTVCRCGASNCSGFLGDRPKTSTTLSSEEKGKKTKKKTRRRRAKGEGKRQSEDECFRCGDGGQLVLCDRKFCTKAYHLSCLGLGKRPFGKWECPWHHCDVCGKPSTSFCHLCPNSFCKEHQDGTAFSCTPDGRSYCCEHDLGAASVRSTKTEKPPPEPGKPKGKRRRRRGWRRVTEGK
* = called active by the depositor. Not all compounds are listed; count on the stated rates, not on these rows.

# | Molecule | NSD2 inh
1 | Cc1c(-c2ccccc2)oc2c(C(=O)OCCN3CCCCC3)cccc2c1=O | -7
2 | Cc1noc(C)c1NC(=O)N(C)C[C@H]1Oc2ccc(NC(=O)Nc3ccccc3)cc2C(=O)N([C@H](C)CO)C[C@@H]1C | 0
3 | C[C@H](O)C#Cc1cnc2c(c1)C(=O)N([C@H](C)CO)C[C@H](C)[C@H](CN(C)CC1CC1)O2 | -4
4 | C[C@@H]1CN([C@@H](C)CO)C(=O)Cc2cc(NC(=O)CCCN(C)C)ccc2O[C@H]1CN(C)C | 39
5 | COc1ccc(S(=O)(=O)N[C@@H]2C=C[C@@H](CC(=O)N3CCc4ccccc4C3)O[C@@H]2CO)cc1 | 3
6 | Cc1ccc(S(=O)(=O)Nc2cccc3c2O[C@@H](CN(C)Cc2ccc(C(=O)Nc4ccccc4N)cc2)[C@@H](C)CN([C@@H](C)CO)C3=O)cc1 | -15
7 | C[C@H](CO)N1C[C@H](C)[C@@H](CN(C)C(=O)[C@@H](Cc2ccccc2)N(C)C)OCc2ccccc2-c2ccccc2C1=O | 2
8 | C[C@@H]1CCCCO[C@H](CN(C)C(=O)CCCN(C)C)[C@@H](C)CN([C@@H](C)CO)C(=O)c2cc(N(C)C)ccc2O1 | 8
9 | COCC#Cc1cnc2c(c1)C(=O)N([C@H](C)CO)C[C@H](C)[C@H](CN(C)Cc1ccc(F)cc1)O2 | 2
10 | C[C@@H]1CN([C@@H](C)CO)S(=O)(=O)c2ccc(Br)cc2O[C@@H]1CN(C)S(C)(=O)=O | 3
11 | C[C@H]1CN([C@@H](C)CO)C(=O)c2cc(NC(=O)Nc3cccc4ccccc34)ccc2O[C@@H]1CN(C)C(=O)Nc1cccc2ccccc12 | -3
12 | CC(C)CC#Cc1cnc2c(c1)C(=O)N([C@H](C)CO)C[C@@H](C)[C@H](CN(C)C(=O)C1CCCCC1)O2 | -1
13 | CC(C)NC(=O)Nc1ccc2c(c1)C(=O)N([C@H](C)CO)C[C@H](C)[C@H](CN(C)Cc1ccc(Cl)c(Cl)c1)OCCCC[C@H](C)O2 | -4
14 | C/C=C/c1cnc2c(c1)C(=O)N([C@@H](C)CO)C[C@H](C)[C@@H](CN(C)C(=O)Nc1cccc(OC)c1)O2 | -4
15 | C[C@@H]1CN([C@@H](C)CO)C(=O)c2cc(NC(=O)Cn3cnnn3)ccc2O[C@@H]1CN(C)Cc1ccc(C(=O)Nc2ccccc2N)cc1 | -7
16 | C[C@@H]1CN([C@@H](C)CO)S(=O)(=O)c2ccc(-c3ccncc3)cc2O[C@H]1CN(C)Cc1cncnc1 | 5
17 | C[C@@H]1CN([C@@H](C)CO)C(=O)c2cc(NC(=O)Nc3ccc4c(c3)OCO4)ccc2O[C@@H](C)CCCCO[C@H]1CN(C)Cc1ccc(C(F)(F)F)cc1 | -16
18 | C[C@@H]1CN([C@H](C)CO)C(=O)Cc2cc(NC(=O)Nc3cccc4ccccc34)ccc2O[C@H]1CN(C)C(=O)NC1CCCCC1 | -5
19 | CNC[C@@H]1Oc2ncc(C#Cc3ccncc3)cc2C(=O)N([C@H](C)CO)C[C@@H]1C | 6
20 | O=C(C[C@H]1C[C@H]2c3cc(NC(=O)NC4CCCCC4)ccc3O[C@H]2[C@@H](CO)O1)NCc1ccccn1 | 8
21 | C[C@@H]1CN([C@@H](C)CO)C(=O)c2cccc(NS(=O)(=O)c3ccccc3)c2O[C@@H]1CN(C)S(=O)(=O)c1ccc(F)cc1 | -2
22 | CC(C)NC(=O)Nc1ccc2c(c1)CC(=O)N([C@H](C)CO)C[C@H](C)[C@@H](CN(C)C(=O)Nc1cccc3ccccc13)O2 | -2
23 | C[C@H](CO)N1C[C@H](C)[C@@H](CN(C)Cc2ccccc2)Oc2ccc(NS(=O)(=O)c3ccc(F)cc3)cc2CC1=O | -4
24 | C=C1CC[C@@H]2C(C)(C)C[C@@H](O)C[C@@]2(C)[C@@H]1CC/C(=C/C(=O)OC)COC(C)=O | -11
25 | COc1cccc(S(=O)(=O)N(C)C[C@H]2Oc3ncc(C#CC(C)C)cc3C(=O)N([C@@H](C)CO)C[C@@H]2C)c1 | 7
26 | C[C@@H]1CN([C@H](C)CO)C(=O)c2cc(C#Cc3ccccc3F)cnc2O[C@@H]1CN(C)C(=O)C1CCOCC1 | -1
27 | C[C@H](CO)N1C[C@H](C)[C@H](CN(C)Cc2ccc(Oc3ccccc3)cc2)Oc2c(NC(=O)C3CCOCC3)cccc2C1=O | 5
28 | C[C@@H]1CN([C@H](C)CO)C(=O)c2cc(NS(=O)(=O)c3ccc(F)cc3)ccc2O[C@H]1CN(C)Cc1ccc(C(=O)O)cc1 | 7
29 | COc1ccc(S(=O)(=O)Nc2ccc3c(c2)C(=O)N([C@H](C)CO)C[C@H](C)[C@@H](CN(C)S(=O)(=O)c2ccc(OC)cc2)OCCCC[C@@H](C)O3)cc1 | 1
30 | C[C@H](CO)N1C[C@H](C)[C@H](CN(C)S(=O)(=O)c2ccc(F)cc2)Oc2cc(Br)ccc2S1(=O)=O | 5
31 | C[C@H]1CN([C@@H](C)CO)S(=O)(=O)c2ccc(C3=CCCC3)cc2O[C@H]1CN(C)Cc1cncnc1 | 1
32 | COc1ccccc1-c1ccc2c(c1)O[C@H](CN(C)Cc1ccc3c(c1)OCO3)[C@@H](C)CN([C@H](C)CO)S2(=O)=O | 8

A different layout for two compounds above:
[30] C[C@H](CO)N1C[C@H](C)[C@H](CN(C)S(=O)(=O)c2ccc(F)cc2)Oc2cc(Br)ccc2S1(=O)=O
  NSD2 inh: 5

[27] C[C@H](CO)N1C[C@H](C)[C@H](CN(C)Cc2ccc(Oc3ccccc3)cc2)Oc2c(NC(=O)C3CCOCC3)cccc2C1=O
  NSD2 inh: 5

(continued)
# | Molecule | NSD2 inh
33 | C[C@@H]1CN([C@H](C)CO)C(=O)Cc2cc(NS(=O)(=O)c3cn(C)cn3)ccc2O[C@H]1CN(C)Cc1ccc(Oc2ccccc2)cc1 | -12
34 | C[C@@H]1CN([C@H](C)CO)C(=O)Cc2cc(NC(=O)C3CC3)ccc2O[C@H]1CN(C)Cc1ccc2c(c1)OCO2 | -9
35 | Cc1ccc(S(=O)(=O)Nc2cccc3c2O[C@@H](CN(C)Cc2ccccc2)[C@H](C)CN([C@H](C)CO)C3=O)cc1 | -3
36 | C[C@H](CO)N1C[C@H](C)[C@@H](CN(C)S(=O)(=O)c2ccc(Cl)cc2)OCCCC[C@H](C)Oc2ccc(NC(=O)Nc3cccc4ccccc34)cc2C1=O | -5
37 | C[C@@H]1CN([C@@H](C)CO)C(=O)c2cc(NC(=O)C3CC3)ccc2O[C@H]1CN(C)Cc1ccc(C(=O)Nc2ccccc2N)cc1 | 4
38 | COc1ccc(S(=O)(=O)N(C)C[C@@H]2Oc3c(NS(=O)(=O)c4cccs4)cccc3C(=O)N([C@H](C)CO)C[C@@H]2C)cc1 | 5
39 | Cc1ccc(S(=O)(=O)Nc2cccc3c2O[C@@H](CN(C)C(=O)Nc2ccc4c(c2)OCO4)[C@H](C)CN([C@@H](C)CO)C3=O)cc1 | 4
40 | Cc1noc(C)c1S(=O)(=O)N(C)C[C@H]1Oc2ccc(NC(=O)Nc3ccc(C(F)(F)F)cc3)cc2CC(=O)N([C@@H](C)CO)C[C@@H]1C | -4
41 | COCC(=O)N(C)C[C@H]1Oc2cc(C3=CCCCC3)ccc2S(=O)(=O)N([C@H](C)CO)C[C@H]1C | 2
42 | Nc1nc(C(=O)N2CCOCC2)nn1S(=O)(=O)c1ccc(Cl)cc1 | 3
43 | C[C@H](CO)N1C[C@H](C)[C@@H](CN(C)C(=O)Nc2cccc3ccccc23)Oc2c(NC(=O)c3cnccn3)cccc2C1=O | 4
44 | COC(=O)C[C@H]1C[C@H]2c3cc(NS(=O)(=O)c4ccccc4)ccc3O[C@H]2[C@H](CO)O1 | -3
45 | C[C@@H]1CN([C@H](C)CO)C(=O)Cc2cc(NC(=O)Nc3ccc4c(c3)OCO4)ccc2O[C@@H]1CN(C)C(=O)NC1CCCCC1 | -1
46 | CC(C)C#Cc1cnc2c(c1)C(=O)N([C@@H](C)CO)C[C@H](C)[C@H](CN(C)C(=O)Nc1ccccc1F)O2 | 4
47 | C[C@@H]1CN([C@H](C)CO)C(=O)Cc2cc(NC(=O)Nc3ccc(F)cc3)ccc2O[C@H]1CN(C)Cc1ccc(-c2ccccc2)cc1 | 0
48 | C[C@H](CO)N1C[C@H](C)[C@@H](CN(C)Cc2ccncc2)Oc2ccc(NC(=O)Nc3cccc4ccccc34)cc2CC1=O | 0

4 of the compounds above, with each value named:
[42] Nc1nc(C(=O)N2CCOCC2)nn1S(=O)(=O)c1ccc(Cl)cc1
  NSD2 inh: 3

[43] C[C@H](CO)N1C[C@H](C)[C@@H](CN(C)C(=O)Nc2cccc3ccccc23)Oc2c(NC(=O)c3cnccn3)cccc2C1=O
  NSD2 inh: 4

[44] COC(=O)C[C@H]1C[C@H]2c3cc(NS(=O)(=O)c4ccccc4)ccc3O[C@H]2[C@H](CO)O1
  NSD2 inh: -3

[45] C[C@@H]1CN([C@H](C)CO)C(=O)Cc2cc(NC(=O)Nc3ccc4c(c3)OCO4)ccc2O[C@@H]1CN(C)C(=O)NC1CCCCC1
  NSD2 inh: -1

Going on with the list.
# | Molecule | NSD2 inh
49 | C[C@H]1CN([C@@H](C)CO)S(=O)(=O)c2ccc(C3=CCCCC3)cc2O[C@H]1CN(C)CC1CC1 | 3
50 | COc1ccc(CN(C)C[C@H]2Oc3ccc(NC(=O)Nc4c(C)noc4C)cc3C(=O)N([C@@H](C)CO)C[C@H]2C)cc1 | -2
51 | C[C@H](CO)N1C[C@H](C)[C@H](CN(C)Cc2ccc(C(F)(F)F)cc2)Oc2c(NC(=O)c3nc4ccccc4s3)cccc2C1=O | -7
52 | Cc1noc(C)c1NC(=O)N(C)C[C@H]1Oc2c(NC(=O)Nc3ccccc3)cccc2C(=O)N([C@H](C)CO)C[C@H]1C | -3
53 | C[C@@H]1CN([C@H](C)CO)S(=O)(=O)c2ccc(C#CCN(C)C)cc2O[C@H]1CN(C)S(C)(=O)=O | -2
54 | C[C@@H]1CN([C@H](C)CO)S(=O)(=O)c2ccc(C#Cc3ccncc3)cc2O[C@H]1CN(C)C(=O)c1ccncc1 | 0
55 | CNC[C@@H]1Oc2cc(C#C[C@H](C)O)ccc2S(=O)(=O)N([C@H](C)CO)C[C@H]1C | 2
56 | C[C@@H]1CN([C@H](C)CO)C(=O)c2cc(C3=CCCCC3)cnc2O[C@H]1CN(C)C(=O)C1CCOCC1 | 6
57 | CCCNC(=O)N(C)C[C@H]1Oc2cc(-c3cccnc3)ccc2S(=O)(=O)N([C@H](C)CO)C[C@@H]1C | 2
58 | C[C@H](CO)N1C[C@H](C)[C@@H](CN(C)CC2CCCCC2)Oc2c(NS(=O)(=O)c3ccc(F)cc3)cccc2C1=O | 1
59 | CO[C@H]1C[C@H](O[C@H]2[C@H](C)[C@@H](O[C@@H]3O[C@H](C)C[C@H](N(C)C)[C@@H]3OC(C)=O)[C@@H](C)C[C@]3(CO3)C(=O)[C@H](C)[C@@H](OC(C)=O)[C@@H](C)[C@@H](C)OC(=O)[C@@H]2C)O[C@@H](C)[C@@H]1OC(C)=O | 2
60 | C[C@H](CO)N1C[C@H](C)[C@@H](CN(C)Cc2ccc(-c3ccccc3)cc2)Oc2ccc(NC(=O)NC3CCCCC3)cc2C1=O | 2
61 | COCC#Cc1cnc2c(c1)C(=O)N([C@H](C)CO)C[C@H](C)[C@H](CN(C)Cc1ccc3c(c1)OCO3)O2 | 6
62 | CCC(=O)N(C)C[C@@H]1Oc2ncc(C#C[C@H](C)O)cc2C(=O)N([C@H](C)CO)C[C@H]1C | 3
63 | C[C@@H]1CCCCO[C@H](CN(C)Cc2ccncc2)[C@@H](C)CN([C@@H](C)CO)C(=O)c2cc(NS(=O)(=O)c3cn(C)cn3)ccc2O1 | 12
64 | C[C@@H]1CN([C@H](C)CO)C(=O)c2cc(C#Cc3ccc(F)cc3)cnc2O[C@H]1CN(C)C(=O)c1ccccc1F | -4
65 | C[C@@H]1CN([C@H](C)CO)C(=O)c2cc(NC(=O)Nc3cccc4ccccc34)ccc2O[C@@H]1CN(C)Cc1ccccc1 | -4
66 | COc1cccc(S(=O)(=O)Nc2ccc3c(c2)[C@@H]2C[C@H](CC(=O)NCc4cccc(F)c4)O[C@@H](CO)[C@@H]2O3)c1 | 2
67 | O=C(N/N=C/c1c(O)cc(O)cc1O)c1ccccc1O | 6
68 | C[C@H]1CN([C@@H](C)CO)S(=O)(=O)c2ccc(-c3cccnc3)cc2O[C@@H]1CN(C)C(=O)CN(C)C | 2
69 | C[C@@H]1CN([C@H](C)CO)C(=O)c2cc(NC(=O)CCCN(C)C)ccc2O[C@@H](C)CCCCO[C@@H]1CN(C)S(=O)(=O)c1ccccc1 | -2
70 | Cc1ccc(S(=O)(=O)Nc2cccc3c2O[C@H](CN(C)Cc2ccc(Cl)c(Cl)c2)[C@H](C)CN([C@H](C)CO)C3=O)cc1 | -4
71 | C[C@@H]1CN([C@H](C)CO)S(=O)(=O)c2ccc(C#Cc3cccc(F)c3)cc2O[C@@H]1CN(C)S(=O)(=O)c1cn(C)cn1 | 6
72 | COc1ccccc1-c1cnc2c(c1)C(=O)N([C@@H](C)CO)C[C@@H](C)[C@@H](CN(C)Cc1ccncc1)O2 | 7
73 | COc1ccc(C#Cc2ccc3c(c2)O[C@H](CN(C)C(C)=O)[C@@H](C)CN([C@@H](C)CO)S3(=O)=O)cc1 | 5
74 | C[C@@H]1CN([C@@H](C)CO)S(=O)(=O)c2ccc(C3=CCCC3)cc2O[C@@H]1CN(C)Cc1ccccc1 | -1
75 | CC(C)CC#Cc1cnc2c(c1)C(=O)N([C@H](C)CO)C[C@@H](C)[C@@H](CN(C)Cc1cccc(F)c1)O2 | 2
76 | COc1ccc(NC(=O)Nc2ccc3c(c2)C(=O)N([C@H](C)CO)C[C@H](C)[C@@H](CN(C)Cc2ccc(Cl)c(Cl)c2)O3)cc1 | -2
77 | COc1ccc(CN(C)C[C@@H]2Oc3c(NC(=O)Nc4ccc(F)cc4)cccc3C(=O)N([C@@H](C)CO)C[C@H]2C)cc1 | -2
78 | CNC[C@H]1Oc2cc(-c3cccc(C(=O)N(C)C)c3)ccc2S(=O)(=O)N([C@@H](C)CO)C[C@H]1C | 4
79 | Cc1noc(C)c1NC(=O)N(C)C[C@H]1Oc2ccc(NC(=O)Cc3ccccc3)cc2C(=O)N([C@@H](C)CO)C[C@H]1C | -6
80 | COC(=O)c1ccn(COc2ccccc2Cl)n1 | -1
